Cl transport mod: KCC2 (human) Cl- transport modulation; B-score of Tl+ flux slope (higher = more flux/activation; lower = inhibition) at 10 µM; 2.2% of 190,000 active; KCC2 cells, thallium flux FluoZin-2 fluorescence; AID 1456; Q9H2X9;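 active = thallium flux slope and its plate-corrected score both differing from the plate sample mean at a set confidence after two filtering rounds, in either direction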;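 also: slope of fluorescence scaled to starting intensity during 10 to 20 s after thallium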
Rad51 HR inh: Rad51 (human) homologous recombination inhibition. inhibition, % at 10 µM. hRad51 DNA strand exchange, fluorescence dequenching. Q06609. AID 1385. 0.085% of 200,000 active;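 active = inhibition above 40% at the single screening dose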;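 also: 0% = DMSO control wells and 100% = blanks with heterologous ssDNA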
Target sequence (Q06609 whole entry, looked up): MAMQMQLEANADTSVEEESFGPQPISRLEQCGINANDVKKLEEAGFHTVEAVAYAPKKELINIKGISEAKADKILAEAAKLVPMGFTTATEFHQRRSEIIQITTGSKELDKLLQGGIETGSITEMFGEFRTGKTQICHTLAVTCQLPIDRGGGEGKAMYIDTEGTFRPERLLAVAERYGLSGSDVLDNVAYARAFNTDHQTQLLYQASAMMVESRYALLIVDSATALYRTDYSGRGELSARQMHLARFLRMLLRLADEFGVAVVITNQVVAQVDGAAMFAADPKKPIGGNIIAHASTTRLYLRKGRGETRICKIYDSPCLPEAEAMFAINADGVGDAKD
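Test system – preformed human Rad51 ssDNA filaments · Reagent – Donor/quencher-labelled 47-bp dsDNA substrate · Incubation – 37 °C 15-min filament assembly, 30-min compound preincubation, 15-min exchange · Signal – FRET fluorescence dequenching, excitation 485 nm, emission 520 nm · Read-out – percent inhibition from fluorescence, normalised to plate control and blank means · Benchmarks – plate control and blank wells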
TNF death inh: TNF-alpha cell death inhibition in Jurkat FADD-/- cells; Jurkat FADD-/- TNF necroptosis rescue, ATP luminescence, 24 h; 0 = TNF only, 100 = no-TNF cells; activation (protection from cell death), % at 10 µM; 0.068% of 220,000 active; AID 463075;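 active = activation, meaning protection from cell death, of at least 50% relative to plate controls; inactive = activation below 50%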;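 also: necroptosis triggered by 40 ng/mL TNF-alpha added together with compound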
KLK5 inh: inhibitors of human kallikrein 5; Q9Y337; recombinant hK5, fluorogenic AMC substrate cleavage; inhibition, % at 5 µM; 0.59% of 210,000 active; AID 873;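 active = inhibition of 40% or more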;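 also: 0% = enzyme controls without compound and 100% = no-enzyme blanks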
zVAD death inh: blocks zVAD induced death of L929 cells | 0.38% of 220,000 active | viability rescue, % at 10 µM | L929 zVAD necroptosis rescue, ATP luminescence, 24 h; with zVAD 60 µM;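 active = activation, scaled between plate controls, above about 75%, limit read from the data; inactive = activation under that limit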;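 also: 0% = zVAD with DMSO and 100% = DMSO alone without zVAD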
Hck-Nef inh: human Hck-Nef kinase inhibition; P08631; Recombinant Hck-YEEI plus Nef, Z-Lyte FRET kinase assay; inhibition, % at 20 µM; 0.68% of 220,000 active; AID 463187;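 active = Hck-Nef kinase inhibition above about 50%, limit read from the data; inactive = inhibition below that limit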;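 also: 0% = DMSO with Hck plus Nef and 100% = Hck alone without Nef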
FXIIa inh 1536: blocks human coagulation factor XIIa protease activity. inhibition, % at 5 µM. 0.3% of 220,000 active. AID 800. P00748. purified FXIIa, Boc-QGR-AMC fluorogenic substrate, 2 h; in the data active = inhibition above about 40%;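 also: 0% = enzyme with no compound and 100% = blank without enzyme; many of its hits are not listed in these tables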
thrombin 1536: blocks human thrombin protease activity. P00734. alpha-thrombin, Boc-VPR-AMC fluorogenic substrate cleavage. inhibition, % at 5 µM. 0.26% of 220,000 active. AID 1046;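 active = inhibition at or above 40%; inactive = inhibition below 40%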;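 also: 0% = enzyme with no compound and 100% = wells without enzyme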
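System: human alpha-thrombin protein; Compound dosing: one concentration per compound, 5 µM, with 0.2% DMSO; Timing: reaction at room temperature; Technique: AMC fluorescence, 355/460 nm; Controls: enzyme without compound as high, wells lacking enzyme as low.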
FXIa inh: inhibitors of human coagulation factor XIa; P03951; purified FXIa, Boc-Glu-Ala-Arg-AMC fluorogenic substrate; inhibition, % at 5 µM; 0.14% of 220,000 active; AID 798;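 active = inhibition of at least 40%; inactive = inhibition below 40%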;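 also: fluorescence of freed AMC excited at 355 nm; 0% = enzyme without compound and 100% = no enzyme blank; many of its hits are not listed in these tables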
Target sequence (P03951 19-387 limits assumed): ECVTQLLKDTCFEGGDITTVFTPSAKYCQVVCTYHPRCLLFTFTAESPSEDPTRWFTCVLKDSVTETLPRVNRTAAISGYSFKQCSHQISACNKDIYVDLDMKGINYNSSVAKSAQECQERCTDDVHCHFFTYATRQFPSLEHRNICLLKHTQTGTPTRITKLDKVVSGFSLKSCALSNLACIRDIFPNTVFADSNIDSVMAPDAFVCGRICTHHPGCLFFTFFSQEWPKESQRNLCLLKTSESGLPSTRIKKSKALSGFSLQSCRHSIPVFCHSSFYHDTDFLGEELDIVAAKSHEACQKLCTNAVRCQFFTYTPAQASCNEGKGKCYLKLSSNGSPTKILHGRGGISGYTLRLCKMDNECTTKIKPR
Target sequence (P03951 388-625 limits assumed): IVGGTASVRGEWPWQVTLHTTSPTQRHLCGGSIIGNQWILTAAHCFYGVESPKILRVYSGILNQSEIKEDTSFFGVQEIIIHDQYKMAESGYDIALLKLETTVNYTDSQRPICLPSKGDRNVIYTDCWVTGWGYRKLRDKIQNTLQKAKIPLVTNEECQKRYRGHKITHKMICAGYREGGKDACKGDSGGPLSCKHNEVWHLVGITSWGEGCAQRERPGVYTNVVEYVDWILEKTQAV
* marks the source's active call; other numbers are inactive results. A portion of the library; the hit share may differ from the screen's.

What do the screens show for `Cc1ccc(N2CCN(c3ccc(C)cc3)C2c2ccncc2)cc1`?
Cl transport mod: -0.296; Rad51 HR inh: 2.8; TNF death inh: 1.8; KLK5 inh: 6.4; zVAD death inh: 0.8; Hck-Nef inh: 1.1; FXIIa inh 1536: 8.4; thrombin 1536: 2.0; FXIa inh: 4.0

How did O=C(COC(=O)CCc1nc2ccccc2s1)Nc1cccc(S(=O)(=O)N2CCOCC2)c1 do in these assays?
Cl transport mod: -0.665; Rad51 HR inh: 1.8; TNF death inh: -1.0; KLK5 inh: -26.1; zVAD death inh: -0.1; Hck-Nef inh: -4.4; FXIIa inh 1536: 13.2; thrombin 1536: -3.9; FXIa inh: -5.9

How did CCOc1ccc(N2CC(C(=O)NCCCN3CCOCC3)CC2=O)cc1 (stereo unspecified) do in these assays?
Cl transport mod: 0.0287; Rad51 HR inh: 15.2; TNF death inh: -1.0; KLK5 inh: 4.3; zVAD death inh: 0.7; Hck-Nef inh: 1.2; FXIIa inh 1536: 3.2; thrombin 1536: 2.7; FXIa inh: 4.1

Results for COc1ccc(NC(=S)N(CCCN2CCC(C)CC2)Cc2cccs2)cc1 ?
Cl transport mod: 0.0474; Rad51 HR inh: -1.2; TNF death inh: 1.7; KLK5 inh: 3.6; zVAD death inh: -0.4; Hck-Nef inh: 1.0; FXIIa inh 1536: 11.7; thrombin 1536: 0.4; FXIa inh: -0.2

What do the screens show for `Clc1ccc(CSc2nnc(-c3cccnc3)n2Cc2ccco2)c(Cl)c1`?
Rad51 HR inh: -5.1; TNF death inh: -0.6; KLK5 inh: 1.1; zVAD death inh: 0.2; Hck-Nef inh: 0.2; FXIIa inh 1536: 11.1; thrombin 1536: -4.7; FXIa inh: 2.6

What do the screens show for `C[n+]1cc(-c2ccccc2)n2c1CCCCC2`?
Cl transport mod: 1.34; TNF death inh: -1.4; KLK5 inh: 36.1; zVAD death inh: -0.3; Hck-Nef inh: 0.5; FXIIa inh 1536: 29.0; thrombin 1536: 18.9; FXIa inh: 8.6

How did CC(=O)N/C(=C\c1ccccc1)C(=O)NC(C)C(=O)O (stereo unspecified) do in these assays?
Cl transport mod: -0.341; Rad51 HR inh: -8.9; TNF death inh: -0.7; KLK5 inh: -9.1; zVAD death inh: 0.5; Hck-Nef inh: 16.9; FXIIa inh 1536: -0.4; thrombin 1536: -3.7; FXIa inh: -13.4

What do the screens show for `O=C(c1ccc(Cn2c(=O)[nH]c3ccccc3c2=O)cc1)N1CCN(c2ccccc2)CC1`?
TNF death inh: -4.2; KLK5 inh: -7.8; zVAD death inh: 1.4; Hck-Nef inh: -0.9; FXIIa inh 1536: 22.9; thrombin 1536: 4.2; FXIa inh: 7.9

Results for CCC(=O)N1CCN(C(=O)CC)C1c1ccccc1 ?
Cl transport mod: -0.173; Rad51 HR inh: 0.1; TNF death inh: 0.0; KLK5 inh: 2.0; zVAD death inh: -0.2; Hck-Nef inh: 0.0; FXIIa inh 1536: 12.7; thrombin 1536: -0.9; FXIa inh: 4.6

What do the screens show for `CCOC(=O)c1sc(N/N=C/c2cccc(C)c2)nc1C`?
Rad51 HR inh: -0.3; TNF death inh: -1.8; KLK5 inh: -0.8; zVAD death inh: 0.3; Hck-Nef inh: 0.4; FXIIa inh 1536: 4.1; thrombin 1536: -2.7; FXIa inh: -2.3

How did COc1c(Br)cc(C(N)=O)cc1OCc1ccccc1 do in these assays?
Cl transport mod: -0.00455; TNF death inh: -0.5; KLK5 inh: 1.7; zVAD death inh: 0.9; Hck-Nef inh: 2.2; FXIIa inh 1536: 6.1; thrombin 1536: 0.4; FXIa inh: -1.0

What do the screens show for `CCOc1ccc(NC(=O)Cn2nc(-c3ccccc3Cl)n(CC)c2=S)cc1`?
Cl transport mod: 0.147; Rad51 HR inh: 0.0; TNF death inh: -4.6; KLK5 inh: -15.8; zVAD death inh: 0.1; Hck-Nef inh: 0.5; FXIIa inh 1536: 8.5; thrombin 1536: -0.5; FXIa inh: 0.4

What do the screens show for `Cc1cc(C)c2cc(CN(CCO)C(=O)Nc3ccc(Cl)cc3)c(=O)[nH]c2c1`?
Cl transport mod: -1.12; Rad51 HR inh: -8.6; TNF death inh: -2.7; KLK5 inh: -27.2; zVAD death inh: 2.0; Hck-Nef inh: -0.5; FXIIa inh 1536: -0.6; thrombin 1536: -0.8; FXIa inh: 3.7

Results for COc1ccc(CCNC(=O)CN(c2ccc(OC)c(OC)c2)S(C)(=O)=O)cc1OC ?
Cl transport mod: 0.565; Rad51 HR inh: 2.2; TNF death inh: -0.2; KLK5 inh: -3.6; zVAD death inh: 0.2; Hck-Nef inh: 4.4; FXIIa inh 1536: 12.3; thrombin 1536: -4.5; FXIa inh: 1.7

How did Cc1ccc(CCNC(=O)CCNS(=O)(=O)c2ccc3c(c2)oc(=O)n3C)cc1 do in these assays?
Cl transport mod: -0.48; Rad51 HR inh: -6.2; TNF death inh: 1.1; KLK5 inh: -6.6; zVAD death inh: -0.4; Hck-Nef inh: -7.1; FXIIa inh 1536: 10.6; thrombin 1536: 2.3; FXIa inh: 2.4

How did Cc1occc1C(=O)Nc1cc(C(F)(F)F)ccc1Cl do in these assays?
Cl transport mod: -0.604; Rad51 HR inh: 1.1; TNF death inh: 18.7; KLK5 inh: 27.2; zVAD death inh: 1.3; Hck-Nef inh: 1.0; FXIIa inh 1536: 26.7; thrombin 1536: 50.4*; FXIa inh: 14.5

How did O=C(OCc1cccc([N+](=O)[O-])c1)c1cnccn1 do in these assays?
Cl transport mod: 0.466; Rad51 HR inh: 0.5; TNF death inh: -0.1; KLK5 inh: -8.0; zVAD death inh: 1.9; Hck-Nef inh: 19.4; FXIIa inh 1536: 3.5; thrombin 1536: -5.7; FXIa inh: -4.3

How did Clc1ccccc1Cn1nnc2c(Nc3ccccc3)ncnc21 do in these assays?
Cl transport mod: 0.0136; Rad51 HR inh: -1.8; TNF death inh: 0.3; KLK5 inh: 15.2; zVAD death inh: 2.4; Hck-Nef inh: 0.5; FXIIa inh 1536: 15.1; thrombin 1536: 2.0; FXIa inh: 4.1

Results for Cc1cc(NC(=O)C2CC=CCC2C(=O)O)no1 (stereo unspecified) ?
Cl transport mod: -0.134; Rad51 HR inh: -2.2; TNF death inh: -1.1; KLK5 inh: 6.2; zVAD death inh: -0.3; Hck-Nef inh: 0.3; FXIIa inh 1536: 8.8; thrombin 1536: -5.9; FXIa inh: -7.6

Results for COc1ccccc1NC(=O)CSc1ccc(-c2cccs2)nn1 ?
Cl transport mod: -2.14; Rad51 HR inh: 10.4; TNF death inh: 0.1; KLK5 inh: -0.3; zVAD death inh: 1.5; Hck-Nef inh: 25.2; FXIIa inh 1536: 10.1; thrombin 1536: -5.3; FXIa inh: 3.0

What do the screens show for `Brc1ccc(-c2nnc(SCCC3OCCCO3)o2)cc1`?
Cl transport mod: -1.12; Rad51 HR inh: -19.3; TNF death inh: -2.3; KLK5 inh: -13.5; zVAD death inh: -0.4; Hck-Nef inh: 1.0; FXIIa inh 1536: 10.8; thrombin 1536: 1.9; FXIa inh: -0.2

Results for CCCC(c1nnnn1C(C)(C)CC)N1CCN(C2CCCC2)CC1 (stereo unspecified) ?
Rad51 HR inh: 12.7; TNF death inh: 1.3; KLK5 inh: -33.4; zVAD death inh: -0.3; Hck-Nef inh: 1.2; FXIIa inh 1536: 9.9; thrombin 1536: -1.8; FXIa inh: -4.3

Results for COC(=O)Nc1ccc(S(=O)(=O)N2CCCCC2C(=O)O)cc1 (stereo unspecified) ?
Cl transport mod: 1.02; Rad51 HR inh: 21.0; TNF death inh: 0.7; KLK5 inh: -10.1; zVAD death inh: 0.1; Hck-Nef inh: 8.7; FXIIa inh 1536: 1.0; thrombin 1536: 4.6; FXIa inh: -3.0

Results for NCC(=O)Nc1ccc(Br)cc1 ?
Cl transport mod: 1.77; Rad51 HR inh: 4.1; TNF death inh: -0.6; KLK5 inh: -27.9; zVAD death inh: 1.7; Hck-Nef inh: 0.6; FXIIa inh 1536: -0.1; thrombin 1536: -2.6; FXIa inh: -3.3

Results for CN(c1ccccc1)S(=O)(=O)c1cccc(NC(=O)CC(C)(C)C)c1 ?
Cl transport mod: -1.29; Rad51 HR inh: 12.2; TNF death inh: 1.7; KLK5 inh: -12.7; zVAD death inh: -0.3; Hck-Nef inh: 5.7; FXIIa inh 1536: 7.2; thrombin 1536: -6.0; FXIa inh: 10.7

What do the screens show for `COc1ccc(Nc2c(-c3ccc(C)cc3)nc3cnccn23)cc1`?
Cl transport mod: 0.591; Rad51 HR inh: 20.5; TNF death inh: -1.0; KLK5 inh: -1.6; zVAD death inh: -0.1; Hck-Nef inh: 15.0; FXIIa inh 1536: 10.2; thrombin 1536: -6.0; FXIa inh: -0.6

What do the screens show for `S=c1[nH]c2cc3c(cc2[nH]1)OCCO3`?
Cl transport mod: -0.118; Rad51 HR inh: 8.1; TNF death inh: -0.8; KLK5 inh: 1.5; zVAD death inh: 0.5; Hck-Nef inh: 17.1; FXIIa inh 1536: 10.4; thrombin 1536: -0.5; FXIa inh: 1.8

Results for Cc1ccc(-n2c(CSc3nc(C)cc(C)n3)nnc2SCC(=O)NCc2ccco2)cc1 ?
Cl transport mod: -0.191; Rad51 HR inh: -1.6; TNF death inh: -1.5; KLK5 inh: -8.2; zVAD death inh: -0.1; Hck-Nef inh: 2.2; FXIIa inh 1536: 1.6; thrombin 1536: 3.1; FXIa inh: -4.2

How did CCOCCCNC(=O)C1CCN(C(=O)Nc2ccc(Cl)cc2)CC1 do in these assays?
Cl transport mod: -0.243; Rad51 HR inh: -1.5; TNF death inh: -1.3; KLK5 inh: 12.5; zVAD death inh: -0.4; Hck-Nef inh: 0.4; FXIIa inh 1536: 9.9; thrombin 1536: -4.8; FXIa inh: 2.4

What do the screens show for `O=C1CN(CC(=O)N2CCCCC2)c2ccccc2O1`?
Cl transport mod: -0.2; Rad51 HR inh: -8.3; TNF death inh: -0.2; KLK5 inh: -23.9; zVAD death inh: 2.4; Hck-Nef inh: 1.8; FXIIa inh 1536: 5.7; thrombin 1536: -1.2; FXIa inh: -4.3

Results for CC(=O)N1CCCc2cc(S(=O)(=O)NC(C(=O)NC(C)c3ccccc3)C(C)C)ccc21 (stereo unspecified) ?
Rad51 HR inh: -1.3; TNF death inh: -0.6; KLK5 inh: 1.8; zVAD death inh: 0.3; Hck-Nef inh: 0.8; FXIIa inh 1536: 9.4; thrombin 1536: 4.3; FXIa inh: 3.6

Results for O=C(/C=C/c1ccc(-c2ccccc2)o1)c1ccccc1 ?
Cl transport mod: 0.177; TNF death inh: -0.2; KLK5 inh: -2.8; zVAD death inh: 0.2; Hck-Nef inh: 1.8; FXIIa inh 1536: 2.5; thrombin 1536: -6.9; FXIa inh: -3.6

Results for CCc1ccc2[nH]c(=O)c(C(c3nnnn3CC3CCCO3)N3CCN4CCCC4C3)cc2c1 (stereo unspecified) ?
Rad51 HR inh: -0.8; TNF death inh: -0.6; KLK5 inh: -28.8; zVAD death inh: -0.5; Hck-Nef inh: 0.0; FXIIa inh 1536: 8.7; thrombin 1536: -2.4; FXIa inh: -2.8
